MEKK3 PB1 HTS: raises or lowers MEK5 binding to the human MEKK3 PB1 domain; Q99759; bead-based flow cytometry, Alexa488-MEK5 binding to MEKK3; actives lie on both sides; 0 = blocked by unlabeled MEK5, 100 = vehicle; binding response (% of control), % at 10 µM; actives 1.4% (n = 290,000);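 active = binding response more than 3 SD above or below the average of its plate-row segment, actives on both sides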;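 also: Alexa488 bead fluorescence after subtracting the streptavidin-only scavenger bead signal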
CRFBP-R2 block: antagonists of CRF-binding protein/CRF-R2 receptor complex. actives 0.59% (n = 350,000). inhibition, % at 11.8 µM. HEK293 CRF-R2/CRF-BP, CRF-induced calcium fluorescence. AID 588475;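 active = inhibition of the ligand-induced calcium signal above about 50% at the single tested concentration, limit read from the data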
GalR3 antagonist: blocks the human galanin receptor 3. O60755. HEK293 GalR3-CNG cAMP membrane potential fluorescence; galR3 body fused to GalR1 C-terminus. inhibition, % at 3 µM. actives 0.44% (n = 360,000). AID 651719;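 active = inhibition above the screen-wide average plus 3 SD, cut at about 13% in these data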;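 also: forskolin and galanin both at EC90 stimulate the cells; cAMP rise reported by CNG channel membrane potential dye signal; 0% = forskolin plus galanin with DMSO and 100% = forskolin alone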
Target sequence (O60755 1-299 limits assumed): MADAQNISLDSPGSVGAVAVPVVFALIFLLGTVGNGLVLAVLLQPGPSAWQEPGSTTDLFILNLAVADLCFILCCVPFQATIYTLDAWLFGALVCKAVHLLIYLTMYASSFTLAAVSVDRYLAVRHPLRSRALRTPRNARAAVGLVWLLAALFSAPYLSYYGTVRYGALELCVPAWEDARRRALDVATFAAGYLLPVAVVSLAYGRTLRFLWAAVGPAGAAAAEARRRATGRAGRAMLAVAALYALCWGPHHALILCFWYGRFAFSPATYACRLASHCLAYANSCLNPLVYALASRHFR
MEKK2 WT-MEK5: raises or lowers MEK5 binding to wildtype human MEKK2 PB1 domain. bead flow cytometry, Alexa488-MEK5 binding to MEKK2 WT; actives lie on both sides. binding response (% of control), % at 10 µM. actives 1.1% (n = 290,000); in the data active = binding response below about 67% or above about 130%
MEKK2 mut-MEK5: signal of MEK5 binding to mutant human MEKK2 PB1 domain; bead flow cytometry, Alexa488-MEK5 binding to MEKK2 mutant; percent response, % at 10 µM; actives 0.35% (n = 290,000); in the data active = percent response above about 24%, passing the limit was not always enough; also: inactives centre near 1; some results filed as inactive read as strong as hits; reference of the scale not given here
CRFR2-BP ag: CRF-BP/CRF-R2 complex agonism; AID 588473; HEK293 CRF-R2/CRF-BP, calcium dye fluorescence (FLIPR); percent of saturating CRF peptide response; activation, % at 13.2 µM; actives 0.46% (n = 350,000);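 active = activation of at least 50%, plus an integration ratio under a set limit after plate pattern correction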;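 also: plate controls were neutral control wells without compound for no effect and CRF at EC100 for full effect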
Starred values were filed as active, the others as inactive; x = not tested or not shown; & = joins results of further samples.

| entry | MEKK3 PB1 HTS | CRFBP-R2 block | GalR3 antagonist | MEKK2 WT-MEK5 | MEKK2 mut-MEK5 | CRFR2-BP ag | structure |
| --- | --- | --- | --- | --- | --- | --- | --- |
| 1 | 111.0 | x | x | 113.0 | 4.0 | x | O=C(OC1C[C@@H]2CC3C[C@H](C1)N2CC3=O)c1c[nH]c2ccccc12 (stereo not given in full) |
| 2 | 104.0 | x | x | 109.0 | 3.0 | x | CCN1CC(CCN2CCOCC2)C(c2ccccc2)(c2ccccc2)C1=O (stereo not given) |
| 3 | x | x | 1.4 | x | x | x | COC(=O)Nc1nc2ccc(C(=O)C3CC3)cc2[nH]1 |
| 4 | x | 9.6 | x | x | x | -1.9 | Nc1cc(=O)[nH]c(N)n1 |
| 5 | x | 6.9 | x | x | x | -1.5 | C[C@H]1c2cccc(O)c2C(O)=C2C(=O)C3(O)C(O)=C(C(N)=O)C(=O)[C@@H](N(C)C)[C@@H]3[C@@H](O)[C@@H]21 (stereo not given in full) |
| 6 | x | 51.6* | x | x | x | 4.0 | O=C1c2ccccc2C(=O)c2c(O)c(O)cc(O)c21 |
| 7 | x | -11.3 | x | x | x | -1.9 | CCC(Cc1c(I)cc(I)c(N)c1I)C(=O)O (stereo not given) |
| 8 | x | 6.2 | x | x | x | -0.5 | O=c1c(O[C@@H]2O[C@H](CO)C(O)C2O)c(-c2ccc(O)c(O)c2)oc2cc(O)cc(O)c12 (stereo not given in full) |
| 9 | x | -6.3 | -5.7 | x | x | 3.2 | O=C1c2c(O)cccc2C(C2OC(CO)[C@@H](O)[C@H](O)[C@H]2O)c2cc(CO)cc(O)c21 (stereo not given in full) |
| 10 | x | -3.3 | -8.5 | x | x | -0.4 | CC[C@]12CCCN3CCc4c(n(c5ccccc45)[C@@](O)(C(=O)OC)C1)[C@@H]32 |
| 11 | x | 2.9 | -4.7 | x | x | -2.7 | CCCCCCCCCC(=O)O |
| 12 | x | -4.3 | -5.5 | x | x | -1.2 | CN1CCN(CCCN2c3ccccc3Sc3ccc(S(=O)(=O)N(C)C)cc32)CC1 |
| 13 | x | -39.7 | 3.5 | x | x | 36.5 | CCOC(=O)Nc1ccc(NCc2ccc(F)cc2)nc1N |
| 14 | x | -16.6 | 12.3 | x | x | -1.9 | CC1CCc2c(N3CCC(O)CC3)c(F)cc3c(=O)c(C(=O)O)cn1c23 (stereo not given) |
| 15 | x | 11.6 | -6.9 | x | x | -0.2 | COc1ccccc1OC(=O)Oc1ccccc1OC |
| 16 | x | -9.5&-5.0 | -3.8 | x | x | -0.9&-1.5 | C[C@@H](O)CC(=O)O |
| 17 | x | -8.6 | -2.1 | x | x | -2.3 | Nc1ncnc(Nc2ccccc2)n1 |
| 18 | x | 1.4 | -4.6 | x | x | -1.3 | CC(=O)OCC(=O)C1(O)CCC2C3CCC4=CC(=O)C=CC4(C)C3(F)C(O)CC21C (stereo not given) |
| 19 | x | 3.2 | -1.0 | x | x | -0.7 | CC(=O)N(CC(O)CO)c1c(I)c(C(=O)NCC(O)CO)c(I)c(C(=O)NCC(O)CO)c1I (stereo not given) |

Twelve consecutive records out of the list so far, quoted:
| entry | MEKK3 PB1 HTS | CRFBP-R2 block | GalR3 antagonist | MEKK2 WT-MEK5 | MEKK2 mut-MEK5 | CRFR2-BP ag | structure |
| --- | --- | --- | --- | --- | --- | --- | --- |
| 8 | x | 6.2 | x | x | x | -0.5 | O=c1c(O[C@@H]2O[C@H](CO)C(O)C2O)c(-c2ccc(O)c(O)c2)oc2cc(O)cc(O)c12 (stereo not given in full) |
| 9 | x | -6.3 | -5.7 | x | x | 3.2 | O=C1c2c(O)cccc2C(C2OC(CO)[C@@H](O)[C@H](O)[C@H]2O)c2cc(CO)cc(O)c21 (stereo not given in full) |
| 10 | x | -3.3 | -8.5 | x | x | -0.4 | CC[C@]12CCCN3CCc4c(n(c5ccccc45)[C@@](O)(C(=O)OC)C1)[C@@H]32 |
| 11 | x | 2.9 | -4.7 | x | x | -2.7 | CCCCCCCCCC(=O)O |
| 12 | x | -4.3 | -5.5 | x | x | -1.2 | CN1CCN(CCCN2c3ccccc3Sc3ccc(S(=O)(=O)N(C)C)cc32)CC1 |
| 13 | x | -39.7 | 3.5 | x | x | 36.5 | CCOC(=O)Nc1ccc(NCc2ccc(F)cc2)nc1N |
| 14 | x | -16.6 | 12.3 | x | x | -1.9 | CC1CCc2c(N3CCC(O)CC3)c(F)cc3c(=O)c(C(=O)O)cn1c23 (stereo not given) |
| 15 | x | 11.6 | -6.9 | x | x | -0.2 | COc1ccccc1OC(=O)Oc1ccccc1OC |
| 16 | x | -9.5&-5.0 | -3.8 | x | x | -0.9&-1.5 | C[C@@H](O)CC(=O)O |
| 17 | x | -8.6 | -2.1 | x | x | -2.3 | Nc1ncnc(Nc2ccccc2)n1 |
| 18 | x | 1.4 | -4.6 | x | x | -1.3 | CC(=O)OCC(=O)C1(O)CCC2C3CCC4=CC(=O)C=CC4(C)C3(F)C(O)CC21C (stereo not given) |
| 19 | x | 3.2 | -1.0 | x | x | -0.7 | CC(=O)N(CC(O)CO)c1c(I)c(C(=O)NCC(O)CO)c(I)c(C(=O)NCC(O)CO)c1I (stereo not given) |

Source: PubChem (several laboratories)

The list is partial, so the mix of outcomes need not match the whole.
